ALOX12 inh – Primary qHTS assay for inhibitors of human arachidonate 12S-lipoxygenase (ALOX12): Round 2. purified 12hLO, xylenol orange hydroperoxide absorbance. Potency, µM (series often up to 108 µM), for inactives: at the top dose activity change, negative = inhibition, actives largely listed as inhibitors. 580,000 tested, 1.1% active; active = well fitted inhibition curve with a large enough effect; inconclusive = small, poorly fitted or top-dose-only effect, or another doubt; inactive = no such curve, though single readings can be large or run the other way
Target sequence (P18054 whole entry, looked up): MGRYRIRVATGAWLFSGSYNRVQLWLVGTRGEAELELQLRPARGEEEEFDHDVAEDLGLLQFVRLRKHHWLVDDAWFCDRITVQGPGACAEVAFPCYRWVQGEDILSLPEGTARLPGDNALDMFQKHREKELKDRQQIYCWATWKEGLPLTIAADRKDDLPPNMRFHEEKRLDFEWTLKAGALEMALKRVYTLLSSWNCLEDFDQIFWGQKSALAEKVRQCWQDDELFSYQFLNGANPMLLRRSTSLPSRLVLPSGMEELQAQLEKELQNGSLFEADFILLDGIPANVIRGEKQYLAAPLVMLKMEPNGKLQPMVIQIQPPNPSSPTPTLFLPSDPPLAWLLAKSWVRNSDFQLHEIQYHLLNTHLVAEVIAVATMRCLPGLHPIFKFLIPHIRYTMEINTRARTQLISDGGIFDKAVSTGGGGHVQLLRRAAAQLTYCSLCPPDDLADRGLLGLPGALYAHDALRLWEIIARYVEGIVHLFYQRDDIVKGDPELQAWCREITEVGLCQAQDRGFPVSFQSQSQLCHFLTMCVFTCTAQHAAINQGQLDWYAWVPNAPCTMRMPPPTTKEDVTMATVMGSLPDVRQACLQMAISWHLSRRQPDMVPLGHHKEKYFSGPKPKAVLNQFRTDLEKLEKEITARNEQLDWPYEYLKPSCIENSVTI
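Purified human 12hLO (150 nM final) in 25 mM Hepes, 0.01% Triton X-100, pH 7.0 was preincubated 15 min at room temperature with compound. Then 40 uM arachidonic acid was added, 30 min. Hydroperoxide was read by Fe-XO absorbance ratio 573/405 nm.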
Active calls of the source: *; u = inconclusive; [ ] = dose if it differs, or a comment. % is set by controls: 0 for no effect and ±100 for the full control effect; potency is the fitted concentration of half-maximal effect.

ALOX12 inh | Molecule
u | O=C(NC1CCCCCC1)C(Cc1ccccc1)NS(=O)(=O)c1ccc(Br)s1 (stereo not given)
4.47µM* | Cc1c2c(nc3ccccc13)CCSC2
-14.3% | COC1C(=O)N(c2cccc(F)c2)C12CCN(C(=O)c1cccc(C#N)c1)CC2 (stereo not given)
-21.0% | NC(=O)c1ccc(NC(=O)C(c2ccccc2)c2ccccc2)cc1
13.7% | CN1CCCN(C(=O)CCn2cnnn2)c2ccccc21
15.6% | O=C(Cn1nc2c(cc1=O)CCCC2)NCCn1ccc2ccc(F)cc21
u | CC(C)C(C(=O)NCc1ccccc1)N(C)Cc1ccc(Cl)c(Cl)c1 (stereo not given)
-2.3%[176 µM] | COc1ccc2c(c1)CCN=C2C[C@H]1CN(C(=O)c2cccnc2)CC[C@H]1CC(=O)O
26.9% | O=C(NCCC(=O)N1CCN(c2ncccn2)CC1)c1ccc(Br)cc1
-18.8% | O=[N+]([O-])c1ccc(/C=N/O)s1
34.3% | CC(C)c1noc(-c2cccn3c(CNC(=O)c4cc5ccccc5[nH]4)nnc23)n1
13.1% | O=C(c1coc(COc2cccc(F)c2)n1)N1CCCCC1c1nccs1 (stereo not given)
25.4% | COCCNC(=O)[C@@H]1C[C@H](Oc2cccnc2)CN1C(=O)CC1CCCCC1
16.2% | CCOCCn1c(=O)n(CC[C@H](O)c2ccccc2)c2cc(C(=O)O)cnc21
-11.0% | Cn1cc(Cl)cc1-c1ncc(Cc2c[nH]c(N)[n+]2C)o1
-9.5% | CNc1ncccc1C(=O)N[C@H](c1cccs1)C1CC(O)C1 (stereo not given in full)
12.6% | Cc1cccc(-c2cc(C(=O)NCc3ccncc3)c3ccccc3n2)c1
70.1%[activator] | Cn1nc(C2CCN(C(=O)c3ccc(C(F)(F)F)cc3)CC2)[nH]c1=O
-5.2% | COc1cccc(NC(=O)Cn2c(C)cc(=O)n3nc(-c4cccs4)nc23)c1
-0.4% | CC(CCc1ccccc1)NC(=O)Cn1ccn2nc3c(c2c1=O)CCCC3 (stereo not given)
4.9% | CC(=O)NC(C)c1ccc(O)cc1 (stereo not given)
47.1%[activator] | CCOc1ccccc1C(=O)N1CCC(Oc2ncccc2C(=O)N2CCCCC2)C1 (stereo not given)
11.2% | Cc1ccc(F)c(NC(=O)c2nn(C)cc2Br)c1
u | CC(C)=CC(=O)Nc1ccc(CC(=O)N2CCOCC2)cc1

Exported with bars between the fields: part of the list above.
molecule | ALOX12 inh
O=C(Cn1nc2c(cc1=O)CCCC2)NCCn1ccc2ccc(F)cc21 | 15.6%
CC(C)C(C(=O)NCc1ccccc1)N(C)Cc1ccc(Cl)c(Cl)c1 (stereo not given) | u
COc1ccc2c(c1)CCN=C2C[C@H]1CN(C(=O)c2cccnc2)CC[C@H]1CC(=O)O | -2.3%[176 µM]
O=C(NCCC(=O)N1CCN(c2ncccn2)CC1)c1ccc(Br)cc1 | 26.9%
O=[N+]([O-])c1ccc(/C=N/O)s1 | -18.8%
CC(C)c1noc(-c2cccn3c(CNC(=O)c4cc5ccccc5[nH]4)nnc23)n1 | 34.3%
O=C(c1coc(COc2cccc(F)c2)n1)N1CCCCC1c1nccs1 (stereo not given) | 13.1%
COCCNC(=O)[C@@H]1C[C@H](Oc2cccnc2)CN1C(=O)CC1CCCCC1 | 25.4%
CCOCCn1c(=O)n(CC[C@H](O)c2ccccc2)c2cc(C(=O)O)cnc21 | 16.2%
Cn1cc(Cl)cc1-c1ncc(Cc2c[nH]c(N)[n+]2C)o1 | -11.0%
CNc1ncccc1C(=O)N[C@H](c1cccs1)C1CC(O)C1 (stereo not given in full) | -9.5%
Cc1cccc(-c2cc(C(=O)NCc3ccncc3)c3ccccc3n2)c1 | 12.6%
Cn1nc(C2CCN(C(=O)c3ccc(C(F)(F)F)cc3)CC2)[nH]c1=O | 70.1%[activator]
COc1cccc(NC(=O)Cn2c(C)cc(=O)n3nc(-c4cccs4)nc23)c1 | -5.2%
CC(CCc1ccccc1)NC(=O)Cn1ccn2nc3c(c2c1=O)CCCC3 (stereo not given) | -0.4%
CC(=O)NC(C)c1ccc(O)cc1 (stereo not given) | 4.9%

Further compounds.
ALOX12 inh | Molecule
30.3%[activator] | CC(=O)N1CCCN(Cc2nc3c(n2Cc2ccccc2)C(=O)N(Cc2cccc(Cl)c2)CCN3)CC1
u | COc1cccc(-c2ncc(CNC(=O)[C@H]3CC[C@@H](N)C3)s2)c1
-22.2% | CCCCCCCCN1C(=O)[C@@H](CC(=O)NCCCN2CCCC2=O)C[C@@]2(C(=O)OC)C1=C[C@H](C1CCCC1)O[C@@H]2C
34.2% | Cc1ccc(C2=NC3(CCN(C(=O)c4ccncc4)CC3)ON2)cc1
5.1% | CCOc1ccc(NC(=O)Cn2c(C)cc(=O)n3nc(-c4cccs4)nc23)cc1
-4.0% | Cc1ccc2nc3n(c(=O)c2c1)-c1ccccc1C(=O)NC3Cc1ccc(O)cc1 (stereo not given)
7.4% | CCC(C)c1ccc(NC(=O)c2ccccc2OC)cc1 (stereo not given)
-27.6% | O=C(NCC1(c2ccccc2)CCCC1)c1ccc(S(=O)(=O)N2CCOCC2)cc1
25.6% | CCCCNC(=O)CN(C(C)C)C1CC1
27.1% | Cc1noc(-c2ccccc2OC2CCNC2)n1 (stereo not given)
u | CC(C)(C)CC(=O)N[C@H]1C[C@@H](Cc2cc(COc3ccccc3)on2)C1(C)C
-6.1% | O=C(N/N=C/c1ccc(Cl)c(Cl)c1)c1cccs1
u | C=C(C)CC1(NCc2ccccc2)CCCCC1
3.9% | COc1cccc(CNC(=O)N2CCC(N3CC4CC(C3)[C@H]3CCCC(=O)N3C4)CC2)c1 (stereo not given in full)
u | Cc1ccc(C(O)CNC(=O)C2CCC2)cc1 (stereo not given)
14.4% | O=C(CSc1nnnn1-c1ccccc1)N(Cc1ccco1)C1=CCCCC1
u | CC(=O)c1c(C)[nH]c(C(=O)C(C)OC(=O)c2ccc(Cl)cc2F)c1C (stereo not given)
-5.3% | Cc1cc(Br)ccc1NC(=O)c1ccc2c(Cl)c3c(nc2c1)CCC3
u | COc1ccc(-c2nc(CNC(=O)Nc3ccc(C)cc3)c(C)o2)cc1
-4.5% | CCOC(=O)c1sc2nc(C(C)N3CCC(C)CC3)[nH]c(=O)c2c1C (stereo not given)
u | CCCCCCCCS(=O)(=O)CCCO
3.2% | COc1ccc(-c2nc(Cn3nnc(C(=O)Nc4ccccc4F)c3N)c(C)o2)cc1
20.3% | O=C(Cc1ccc(F)cc1)N1CCCC(c2nn(-c3ccccc3)c(=O)[nH]2)C1 (stereo not given)
5.8% | CC(C)n1nccc1N(CC(=O)Nc1ccc(C#N)cc1)S(=O)(=O)c1ccccc1
9.9% | CCn1ccc(C(=O)N2CCc3c(nc(-c4ccc(OC)cc4)[nH]c3=O)C2)n1
20.7%[176 µM] | CC(=O)N1CCC(NC[C@H]2Cn3c(-c4ccccc4)cnc3CO2)CC1
41.9%[activator] | COCc1nc(C2CCCN(C(=O)CCC3CCCC3)C2)no1 (stereo not given)
-24.4% | COCCc1ccc(OS(=O)(=O)c2ccc(C)cc2C)cc1
33.7% | COc1cc2c(-c3ccccc3)c(C)oc2cc1CN1CCC2(CC1)C(=O)N(C(C)C)C(=O)N2C
22.1%[176 µM] | N#Cc1ccc(CC(=O)N2CC(CNc3cccnc3)C3(C2)CN(c2ccccc2)C3)cc1 (stereo not given)
9.2% | CO[C@H]1[C@H](NC(=O)c2ccsc2)c2ccccc2C12CCN(Cc1c(O)ccc3ccccc13)CC2
u | O=C(CSc1cn(CC(=O)N2CCCC2)c2ccccc12)Nc1cccc(C(F)(F)F)c1
u | CCOCCOC(=O)C(C)Oc1ccc2c(=O)c(Oc3cccc(C)c3)c(C(F)(F)F)oc2c1 (stereo not given)
15.3% | COC(=O)CNC(=O)C1CCN(C(=O)C2CN(c3ccc(OC)cc3)C(=O)N2)C1 (stereo not given)
-3.8% | CCN1c2cc(C(=O)NCCc3ccccc3)ccc2C(=O)N2CCCCCC21 (stereo not given)
25.1% | COc1ccc2cnn(CC(=O)N(Cc3ccccc3)Cc3ccccc3)c(=O)c2c1OC
43.2%[activator] | C=CCn1ccn2cnc(-c3ccccc3)c2c1=O
12.0% | C/C(=N\NC(N)=O)c1ccc(Br)cc1
5.7% | COc1ccccc1CNC(=O)Cn1ccc2cccc(OC)c21
49.7% | CC(C)n1cc(C(=O)NCc2cccnc2Oc2ccc(F)cc2F)cn1
6.0% | COCCNC(=O)[C@H]1C[C@H](Oc2cccnc2)CN1S(=O)(=O)c1cn(C)cn1
-29.3% | CCOC(=O)c1ccc(NC(=O)c2sc3nc(-c4ccc(F)cc4)cn3c2C)cc1
15.2% | O=C(NC1CC1)[C@@H]1C[C@H](Oc2ccccc2)CN1C(=O)c1ccco1
-0.7% | Clc1ccc(-c2nc(N3CCCC3)c3ccccc3n2)c(Cl)c1
2.24µM* | O=C(CCc1ccccc1)N1CCC2(CC1)NC(=O)N(c1ccccc1)N2
0.0% | COCCn1c(=O)c(-c2cccs2)nc2cnc(Oc3ccccc3)nc21
u | CCc1ccc(-c2nc3ccccc3c(C(=O)O)c2C)cc1
u | COc1ccc(Cl)cc1CN(C)c1cc(C2CC(N)C2)ncn1 (stereo not given)
25.8% | Cc1ccc(-c2nccn3cc(C(=O)N4CCN(c5ccccn5)CC4)nc23)cc1
6.3% | COc1ccc(-n2c(=O)c3c(n4cnnc24)-c2ccccc2CC32CCCC2)cc1
36.5%[activator] | CCc1nc(C)c(C(=O)N2CCn3nc(C(O)Cc4ccccc4)cc3C2)o1 (stereo not given)
60.1%[activator] | COc1ccc2c(C)c(CC(=O)NCCN3CCOCC3)c(=O)oc2c1
19.1% | O=C(CCCc1ccccc1)N1CCC(c2noc(-c3cnccn3)n2)C1 (stereo not given)
-70.5% | CCCCc1ccc(NC(=O)Cn2ccn(-c3ccc(OC)cc3)c2=O)cc1
-10.2%[176 µM] | CN(C)Cc1ccc2c(c1)c(OC(C)(C)C(=O)NC1CC1)nn2Cc1ccccc1
-1.8% | CN(C)C(CNC(=O)NCC(c1cccs1)N(C)C)c1cccs1 (stereo not given)

Next results follow:
ALOX12 inh | Molecule
4.6% | Cc1ccc(CC(=O)NCc2nnc3cc(-c4nc(C(C)C)no4)ccn23)cc1
-14.1% | CCN(CC)CCNC(=O)C(=O)Nc1cccc2[nH]ccc12
u | O=C(Oc1ccc2c(-c3cc4cc(Br)ccc4oc3=O)cc(=O)oc2c1)N1CCOCC1
u | O=C(c1ccc(Cl)c(Cl)c1)N1CCN(Cc2cc(=O)n3ccsc3n2)CC1
3.0% | CC(=O)Nc1ccc(OCC(C)CN2CCC(C(O)(c3ccccc3)c3ccccc3)CC2)cc1 (stereo not given)
50.1µM* | Cc1c(NC(=O)c2cc3cc(Br)ccc3[nH]2)c(=O)n(-c2ccccc2)n1C
27.8%[176 µM] | CCCNC(=O)NC[C@@H]1C=C(C)[C@H](Cc2nc3ncccc3[nH]2)C[C@H]1C(C)C
4.9% | Cc1cc(Br)cc(C)c1O
38.3%[activator][176 µM] | CN1CCC2(C1)CN(CC1CCOCC1)c1ccc(C(=O)Nc3ccccc3)cc12 (stereo not given)
4.6% | COc1ccc(Cl)cc1NC(=O)CSc1nc2c(c(=O)n1Cc1ccccc1)SCC2
1.4% | O=C(NCc1ccccc1)C(c1ccc(C(F)(F)F)cc1)N1CCN(CCN2CCOCC2)CC1 (stereo not given)
66.5%[activator] | Cc1cc(C[C@@H]2COC[C@@H]2NC(=O)c2cc(-c3ccccc3O)n[nH]2)on1
1.2% | CCCN1CCN(S(=O)(=O)c2ccc(/C=C\c3onc(C)c3NC(=O)C3CC3)cc2)CC1
12.5% | COc1ccc(C(C)NC(=O)c2cc3n(n2)CC(c2ccc(Cl)cc2)OC3)cc1OC (stereo not given)
0.3% | CCn1c(-c2ccccc2F)nc2cc(NC(C)=O)cc(C(=O)N(C)Cc3ccccn3)c21
u | CC(/C=N/Nc1ccc([N+](=O)[O-])cc1[N+](=O)[O-])=C\c1ccco1
u | NC(=O)NC(=O)COC(=O)c1ccc2c(c1)OCCO2
21.3% | COc1ccccc1CN1Cc2cc(NC(=O)c3ccc(OC)c(OC)c3)ccc2OC(C)C1=O (stereo not given)
-0.8%[176 µM] | O=C(Cc1c[nH]c2ncc(-c3ccccc3)cc12)NCC1CCOCC1
12.7% | CCNC(=O)C1C(c2cccc(NC(=O)c3cccs3)c2)OC(=O)N1Cc1ccc(C)cc1 (stereo not given)
-24.1% | CCC(C(=O)N1CCN(c2ccc(F)cc2)CC1)n1cnc2ccccc2c1=O (stereo not given)
-18.3% | Cc1cn(CC(=O)N2CCN(c3cccc(Cl)c3)C(=O)C2)c(=O)[nH]c1=O
-6.1% | O=C(CCc1nc(CSc2n[nH]c(-c3ccccc3Cl)n2)no1)Nc1ccc2ccccc2c1
10.8% | O=S(=O)(c1ccccc1)c1nc(-c2ccco2)oc1N1CCN(c2ccccc2)CC1
-8.2% | Cc1cc(C)cc(COc2ccc(C(N)=O)cc2)c1
u | Cc1ccc(S(=O)(=O)Nc2ccc(-c3cn4ccsc4n3)cc2)cc1
u | Cc1ccccc1-c1cncnc1NCc1ccccc1
-18.6% | COCCN1C(=O)c2ccccc2C(C(=O)NCCCc2ccccc2)C12CCCC2 (stereo not given)
-2.7% | O=C(N[C@@H]1CCOC[C@H]1OCCO)c1ccc2c(c1)ncn2CCO
-7.2% | COc1ccc(N2CC(c3noc(-c4ccc(OC)cc4C)n3)CC2=O)cc1 (stereo not given)
15.5% | Cc1cc(C(=O)OCC(=O)Nc2ccc(C)c(C)c2)c2ccccc2n1
6.6% | COc1ccc(C(=O)N2CCN(c3cc(-c4ccc(Cl)cc4)[nH]n3)CC2)cc1F

This is a subset (hit frequency here may not be typical).
